MIN6 prolif: MIN6 beta-cell proliferation induction; 330,000 compounds, 0.29% hits; proliferation, % at 10 µM; MIN6 cells proliferation, ATPlite luminescence, 48 h; cells starved in 0.2% serum; 100% = growth in 10% serum;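 active = compounds whose signal lies at least 3.5 SD above the mean of all wells on their plate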;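 also: 0% = DMSO-treated cells in low-serum medium and 100% = 10% serum control; some compounds called inactive have numbers as strong as hits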
tim10-1 inh: growth inhibitors of tim10-1 mutant yeast. S. cerevisiae tim10-1 ts strain growth, BacTiter-Glo, 24 h. inhibition, % at 20 µM. 330,000 compounds, 2.2% hits;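 active = inhibition of at least 40%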;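 also: mutant grown at 25 °C; 0% = DMSO wells with yeast and 100% = wells holding no yeast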
APJ agonist: agonists of human APJ apelin receptor; P35414; CHO-K1 APJ PathHunter beta-arrestin, luminescence; 0% DMSO wells, 100% apelin; activation, % at 20 µM; 330,000 compounds, 0.11% hits; AID 2520;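 active = activation more than six SD over the plate average, tested at 20 µM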;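 also: 0% = DMSO alone and 100% = apelin-13 at 10 nM; some results filed as inactive read as strong as hits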
Target sequence (P35414 whole entry, looked up): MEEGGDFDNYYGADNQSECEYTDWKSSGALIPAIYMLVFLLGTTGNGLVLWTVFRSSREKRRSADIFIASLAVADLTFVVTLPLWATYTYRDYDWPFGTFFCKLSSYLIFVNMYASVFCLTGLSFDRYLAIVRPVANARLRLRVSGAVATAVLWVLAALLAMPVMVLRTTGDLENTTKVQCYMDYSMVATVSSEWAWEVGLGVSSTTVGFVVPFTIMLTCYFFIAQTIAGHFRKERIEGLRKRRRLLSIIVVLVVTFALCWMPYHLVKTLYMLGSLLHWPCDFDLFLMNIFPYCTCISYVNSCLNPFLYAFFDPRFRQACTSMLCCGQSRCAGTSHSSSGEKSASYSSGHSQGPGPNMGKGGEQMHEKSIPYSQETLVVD
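Assay system: engineered CHO-K1 APJ arrestin reporter cells; Amount: 1000 CHO-K1 reporter cells seeded per well; Dosing: one dose, 20 µM compound, 1% DMSO; Times: compound stimulation 90 min at 25 °C, detection 60 min; Measured by: luminescent beta-gal fragment complementation, chemiluminescent substrate; Read-out: APJ–arrestin association signal; Controls: DMSO vs Apelin-13 10 nM.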
NLRP3 yeast inh: blocks the NALP3 inflammasome reconstituted in yeast. Yeast reconstituted NLRP3/ASC/caspase-1, beta-gal luminescence, 24 h. inhibition, % at 10 µM. 330,000 compounds, 0.39% hits. AID 2825;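 active = inhibition of 50% or more; inactive = inhibition below 50%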;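 also: plate controls were induced DMSO wells for no effect and uninduced yeast grown without galactose for full effect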
tim23-1 inh: tim23-1 yeast growth inhibition; AID 463212; inhibition, % at 20 µM; S. cerevisiae tim23-1 growth, BacTiter-Glo luminescence, 24 h; 330,000 compounds, 1.3% hits;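 active = growth inhibition of the mutant yeast at or above 50%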;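 also: temperature-sensitive mutant grown at 25 °C; plate controls were DMSO-treated mutant yeast for no effect and medium wells lacking yeast for full effect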
APJ antagonist: antagonists of human APJ apelin receptor | CHO-K1 APJ beta-arrestin complementation, luminescence | inhibition, % at 20 µM | 330,000 compounds, 0.32% hits;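 active = inhibition above about 40% at 20 µM, limit read from the data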;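 also: cells challenged with 10 nM apelin-13 agonist together with compound; plate controls were apelin-13 plus DMSO wells for no effect and DMSO wells lacking apelin-13 for full effect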
TIM10 inh: growth inhibitors of TIM10 yeast strain; S. cerevisiae TIM10 strain growth, BacTiter-Glo luminescence, 24 h; inhibition, % at 10 µM; 330,000 compounds, 1.4% hits;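 active = inhibition of 40% or more at the single tested concentration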;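 also: wild-type TIM10 isogenic control strain grown at permissive 25 °C; 0% = DMSO yeast wells and 100% = minimal medium wells without yeast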
GRIN3A LBD mod: NR3A (human) ligand-binding domain modulation | NR3A LBD differential scanning fluorimetry, Tm shift; 0% = protein alone, 100% = glycine-bound protein | Tm shift relative to glycine control, % at 25 µM | 340,000 compounds, 2.5% hits | AID 1259313;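 active = melting temperature shift of at least 10% of the positive control shift, at one fixed dose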
MPTP inh: blocks calcium-induced mitochondrial swelling. isolated mouse mitochondria, Ca2+ swelling absorbance, 30 min. inhibition, % at 10 µM. 360,000 compounds, 1.4% hits. AID 602449;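 active = inhibition of 50% or more, scaled per plate between neutral and stimulator controls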;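 also: 0% = DMSO wells given calcium and 100% = 1 mM EGTA wells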
* = called active by the depositor; . = no result given. Rows are unselected. Share with any hit: about 7.2%.

SMILES	MIN6 prolif	tim10-1 inh	APJ agonist	NLRP3 yeast inh	tim23-1 inh	APJ antagonist	TIM10 inh	GRIN3A LBD mod	MPTP inh
Cc1ccc(NC(=S)Nc2cc(C)on2)cc1	-3	33	-4	13	26	-4	19	-1	2.8
COc1ccccc1C(=O)NCC(=O)NCC1(N2CCCCC2)CCCCC1	0	18	-3	23	4	5	4	-1	-0.5
C[C@H](CO)N1C[C@H](C)[C@@H](CN(C)C(=O)Nc2ccc3c(c2)OCO3)Oc2ccc(NS(=O)(=O)c3cn(C)cn3)cc2C1=O	-1	11	2	13	14	11	-3	1	0.1
COc1ccc(-c2cc(C(F)(F)F)n3nc(N)nc3n2)cc1	-4	7	-1	13	33	1	14	1	-1.1
Cc1ccc(-c2csc(=Nc3cccnc3)n2CCCN2CCCC2=O)cc1C	0	21	-3	7	17	20	25	-6	-0.1
CCCc1cnc(N2CCN(C(=S)NC)CC2)nc1	-2	19	3	4	15	-11	17	-2	-1.0
Cn1c(NNC(=O)/C=C/c2ccc3c(c2)OCO3)cc(=O)n(C)c1=O	0	-8	-7	-8	14	13	1	0	-0.4
O=C(CO/N=C/c1ccc(OC(F)F)cc1)NC1CCCCCC1	0	12	-3	-59	26	-8	20	0	-2.4
CC1CCCCN1C(=O)c1cc(Cl)ccc1[N+](=O)[O-] (stereo unspecified)	-2	-5	-3	13	4	9	4	-3	-0.5
CCC(CC)C(=O)N(c1ccc(F)cc1)C1C=CS(=O)(=O)C1 (stereo unspecified)	0	0	0	3	-5	-3	-3	-2	-0.8
O=C(COC(=O)CSc1ccc(Br)cc1)NCc1ccco1	6	-6	11	9	-5	-20	-3	1	6.3
CC(C)c1c(C(=O)N/N=C/c2ccc(C(F)(F)F)cc2)nnn1-c1nonc1N	-4	0	6	12	13	-19	0	28*	0.7
O=[N+]([O-])c1cc(/C=N/N2CCCCC2)ccc1Cl	-2	7	-1	22	-1	-17	13	0	-2.0
O=C(CC1SC(N2CCCC2)=NC1=O)Nc1ccc(C(=O)NCCOc2ccccc2F)cc1 (stereo unspecified)	-3	1	-1	-4	-10	4	-1	-1	-1.9
COc1cccc(CC(NC(C)=O)C(=O)NC2CCN(c3c(Cc4ccccc4)c(C)nc4ncnn34)CC2)c1 (stereo unspecified)	0	-13	2	10	18	-4	-5	-1	0.8
Cc1ccc(CNC(=O)CN2C(=O)NC(C)(c3cccc(Br)c3)C2=O)cc1 (stereo unspecified)	-3	26	-3	10	19	-1	-10	-2	6.6
COc1cccc(CN(C)C(=O)c2ccc3c(=O)n4c(nc3c2)CCC4)c1OC	-1	18	-4	-8	15	-22	11	2	-1.7
COc1ccccc1CN(CC(=O)NCc1ccco1)C(=O)CNS(=O)(=O)c1ccc(C)cc1	-1	12	0	4	-6	7	-2	-4	-1.5
O=C(c1ccccc1)N1N=C(C(F)(F)F)CC1(O)c1ccc(F)cc1 (stereo unspecified)	1	0	-3	1	37	12	67*	-7	5.1
CCc1cc(=O)oc2cc(C)cc(OCC(=O)NCc3ccccn3)c12	0	29	-4	2	15	4	3	4	0.6

An excerpt from above in order of their number in GRIN3A LBD mod, high to low.
SMILES,GRIN3A LBD mod
COc1cccc(CN(C)C(=O)c2ccc3c(=O)n4c(nc3c2)CCC4)c1OC,2
O=C(COC(=O)CSc1ccc(Br)cc1)NCc1ccco1,1
O=C(CC1SC(N2CCCC2)=NC1=O)Nc1ccc(C(=O)NCCOc2ccccc2F)cc1 (stereo unspecified),-1

Full records from above. Order of values: MIN6 prolif, tim10-1 inh, APJ agonist, NLRP3 yeast inh, tim23-1 inh, APJ antagonist, TIM10 inh, GRIN3A LBD mod, MPTP inh
Shown for `COc1ccccc1C(=O)NCC(=O)NCC1(N2CCCCC2)CCCCC1` : 0, 18, -3, 23, 4, 5, 4, -1, -0.5
Shown for `CCc1cc(=O)oc2cc(C)cc(OCC(=O)NCc3ccccn3)c12` : 0, 29, -4, 2, 15, 4, 3, 4, 0.6
Shown for `O=[N+]([O-])c1cc(/C=N/N2CCCCC2)ccc1Cl` : -2, 7, -1, 22, -1, -17, 13, 0, -2.0
Shown for `Cc1ccc(-c2csc(=Nc3cccnc3)n2CCCN2CCCC2=O)cc1C` : 0, 21, -3, 7, 17, 20, 25, -6, -0.1
Shown for `O=C(CC1SC(N2CCCC2)=NC1=O)Nc1ccc(C(=O)NCCOc2ccccc2F)cc1` (stereo unspecified) : -3, 1, -1, -4, -10, 4, -1, -1, -1.9

Additional results:
SMILES	MIN6 prolif	tim10-1 inh	APJ agonist	NLRP3 yeast inh	tim23-1 inh	APJ antagonist	TIM10 inh	GRIN3A LBD mod	MPTP inh
COc1ccc(-c2coc3cc(OC)cc(O)c3c2=O)cc1	-3	-4	6	23	6	5	17	-46	0.5
Cc1noc(/C=C/c2ccco2)c1S(=O)(=O)N1CCC(C(=O)Nc2ccc(Cl)cn2)CC1	-2	17	-2	13	17	-3	26	3	6.5
O=C(Nc1ccc(-c2noc(-c3cccs3)n2)cc1)c1cccnc1	-3	-34	8	33	-4	-12	-33	28*	-2.7
O=P(CCC(F)(F)F)(CCC(F)(F)F)CCC(F)(F)F	1	3	5	10	0	-4	-3	-4	-2.9
Cc1ccccc1CC1(CO)CCCN(C(=O)Cc2c(F)ccc(F)c2F)C1 (stereo unspecified)	-2	31	-4	20	35	18	7	-1	0.0
COc1cccc(NC(=O)c2ccccc2)c1	-4	12	-2	53*	57*	-60	30	3	0.5
O=C(C1=CC=CN2CCS(=O)(=O)N=C12)N1CCN(c2cccc(Cl)c2)CC1	-2	-1	-4	8	6	11	-9	-3	-2.5
Cn1nnnc1SCC(=O)Nc1c(Cl)cccc1Cl	-1	7	-1	-13	7	-3	6	0	0.4
CC(C)c1ccc(OCc2nc(-c3ccccn3)no2)c(Br)c1	-2	12	-4	22	-50	5	2	-29	0.1
NC(=O)Nn1c(CCC(=O)O)ccc1-c1ccc(Br)cc1	1	-3	2	15	4	8	-4	-2	0.7
Cc1cccc(NC(=O)CSc2nc3nc4c(cc3c(=O)n2-c2ccccc2)CCCC4)c1	0	29	-1	15	17	4	15	19*	1.1
Cc1ccc(-c2csc(NC(=O)c3cccc(N4C(=O)CCC4=O)c3)n2)o1	-4	10	-2	-9	15	9	7	-2	0.2
CCOC(=O)c1ccc(S(=O)(=O)N2CCN(c3ccccn3)CC2)cc1	2	6	-3	6	10	2	7	0	3.7
Cc1ccc(C)c(Cn2c(=O)c3c(nc4n3CCN4Cc3ccco3)n(C)c2=O)c1	-4	14	-6	-17	1	-14	1	0	-1.0
O=C(NC1CCCCCC1)C1CCN(S(=O)(=O)c2cccc3cccnc23)CC1	-2	-3	-2	-1	10	10	14	-1	-0.5
CC(C(=O)NCCc1ccccc1)N1c2cccc3cccc(c23)S1(=O)=O (stereo unspecified)	3	19	12	-2	9	-24	6	1	-1.8
COc1cc(-c2noc(C)c2C#Cc2ccc(N)cc2)cc(OC)c1OC	-9	16	-2	9	29	18	10	-11	-0.4
CCCn1c(O)c(C=Nc2ccccc2)sc1=S	0	22	-5	32	5	1	10	-7	2.1
COc1ccc(C2CC(=O)Oc3cc(C)cc(C)c32)cc1 (stereo unspecified)	.	12	.	.	44	.	-7	2	1.0
Cn1cccc1CNC(=O)Nc1ccc(Cl)cc1	0	14	-2	19	20	-6	-7	-1	2.5

As entered above.
Under GRIN3A LBD mod, CC(C)c1c(C(=O)N/N=C/c2ccc(C(F)(F)F)cc2)nnn1-c1nonc1N is entered as 28*
Under NLRP3 yeast inh, O=C(Nc1ccc(-c2noc(-c3cccs3)n2)cc1)c1cccnc1 is entered as 33

Next structures follow:
SMILES	MIN6 prolif	tim10-1 inh	APJ agonist	NLRP3 yeast inh	tim23-1 inh	APJ antagonist	TIM10 inh	GRIN3A LBD mod	MPTP inh
Brc1[nH]nc2ccccc12	1	-9	0	15	-4	0	0	2	0.7
CCc1c(C(=O)NCc2ccccc2Cl)[nH]c(C)c1C(C)=O	-2	56*	1	16	12	-6	-5	-3	26
Fc1ccc(/C=N/Nc2cc(N3CCOCC3)ncn2)cc1	-1	-8	-2	22	7	-14	-3	-3	-0.8
COc1ccc(Cl)cc1S(=O)(=O)N1CCCC1=O	-2	-5	-2	-9	10	0	-6	-2	0.8
Cc1[nH]c2ccccc2c1C(=O)C(C)OC(=O)c1ccc([N+](=O)[O-])o1 (stereo unspecified)	-5	32	4	2	36	-12	40	2	1.1
Cn1cc(C=O)c2ccccc21	-2	11	2	16	11	-19	-1	1	-1.2
Cc1ccccc1S(=O)(=O)Nc1cccnc1	0	6	1	5	11	-9	5	-4	-1.3
COc1ccc(CN2CSC(=S)N(Cc3ccccc3)C2)cc1	-5	27	-4	35	13	16	0	1	0.2
COc1cccc(CNc2nc3ccc(C)cc3n3cnnc23)c1	0	2	-2	7	-17	8	2	1	1.6
COc1cc(OC)c(OC)cc1CNC(=O)c1cc(S(=O)(=O)N2CCOCC2)ccc1F	0	-17	-1	10	-8	5	-3	-2	0.4
Cn1cc(C2=C(c3ccc(Cl)cc3Cl)C(=O)NC2=O)c2ccccc21	0	8	-4	17	5	15	13	-4	2.6
Cc1cc(C)c(NC(=O)CCCn2c(=O)oc3ccccc32)c(C)c1	0	8	-4	27	9	8	-1	2	-0.6
Cn1nc(C(=O)Nc2ccc(Cl)c(S(=O)(=O)N3CCOCC3)c2)c2ccccc2c1=O	5	26	2	10	23	-2	9	-2	-1.4
O=C1/C(=C/c2cccs2)SC(=S)N1c1ccccc1	-1	-14	-3	9	-27	-10	-31	0	3.1
CC1(C)CC2(CCCN(CC(O)(c3ccccc3)c3ccccc3)C2)CCO1 (stereo unspecified)	-4	25	-4	4	22	9	15	0	2.4
O=C(Nc1ccc2c(c1)OCO2)c1ccc(Cl)nc1	-2	2	-1	2	1	7	-3	-3	-0.8
O=C(CCNC(=O)c1ccccc1)OCN1C(=O)c2ccccc2C1=O	3	12	-1	9	2	-6	12	-14	-0.1
Cc1ccc(C(c2nnnn2CC2CCCO2)N2CCN(C(=O)c3ccco3)CC2)cc1 (stereo unspecified)	-1	0	-1	-2	-2	-6	3	-2	0.0
O=C(COC(=O)c1cccc(-n2cnnn2)c1)c1ccc(Br)cc1	-3	7	-6	24	-5	9	15	-4	0.4
Fc1ccc(-n2c(CN3CCCCC3)n[nH]c2=S)cc1	-1	6	0	9	12	-3	1	-3	0.7
Cc1ccc(NCC(=O)Nc2cccc(F)c2)cc1S(=O)(=O)N1CCCCCC1	-4	11	5	8	26	-8	5	1	5.1
COc1ccc(C2C(C#N)=C(N)Oc3cc(C)[nH]c(=O)c32)c(OC)c1OC (stereo unspecified)	-2	10	0	8	8	16	-2	1	10

Screening data (PubChem)
